# From PubChem BioAssay
# SW480 rereplic: inducers of DNA re-replication in SW480 colon cancer cells; SW480 DNA re-replication, Hoechst DNA content imaging, 48 h; Potency, µM (doses to about 46.1 µM), for the others: at the highest dose re-replication activation, actives largely listed as activators; actives 1.8% (n = 340,000); AID 624297; also: potency is read from the fitted curve at half-maximal effect; % of control where 0% means no effect; nearly all actives have a fitted effect of over 55% in size
#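 Per well, 250 cells were exposed to pinned compound for 48 hr. Nuclear DNA was visualised with Hoechst (40 min, 37 C) and total object intensity recorded by fluorescence scanning.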
# HepG2 tox: counter-screen for TGF-b inhibitors: cytotoxicity in HepG2 cells | HepG2 CAGA-GFP viability, ATP luminescence, 18 h | Potency, µM (titrated, usually from 46.1 µM), for inactives: at the top dose activity change, negative = cytotoxicity, actives largely listed as cytotoxic | actives 0.76% (n = 410,000); also: potency is read from the fitted curve at half-maximal effect; some results filed as inactive show a strong effect at the top dose
#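 CellTiter-Glo luminescence gave cytotoxicity after 18 hours at 37 degrees C. The cells were HepG2 CAGA-GFP in 1% FBS DMEM, stimulated with 500 pg/mL TGF-beta after compound addition. %Activity was normalised to no-cell wells (complete cell-killing) and DMSO (no toxicity), and curves were fitted and classified.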
# HT1080 IDH1KD tx: toxicity to HT-1080 IDH1 knockdown cells (counter line); HT-1080 IDH1 knockdown viability, ATP luminescence, 48 h; Potency, µM (top dose mostly 46.1 µM), for the others: top-dose activity, negative = toxicity, most hits filed as cytotoxic; actives 2% (n = 360,000); AID 686971;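 also: potency is read from the fitted curve at half-maximal effect; 0% = DMSO wells and -100% = cell-free medium wells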
#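 In this qHTS, HT-1080 cells depleted of IDH1 are exposed for 48 h at 37 °C to compound titrations. Toxicity is scored from CellTiter-Glo luminescence, with DMSO as full viability and medium alone as none.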
# MCF10A rerep: DNA re-replication induction in MCF 10a cells; actives 2.9% (n = 350,000); Potency, µM (highest dose often 46.1 µM), for the others: top-dose activity, positive = re-replication, actives largely listed as activators; MCF 10A DNA re-replication, Hoechst nuclear intensity, 48 h; also: potency is read from the fitted curve at half-maximal effect; % of control where 0% means no effect; nearly all actives have a fitted effect of over 50% in size
# ATXN2 expr inh: ATXN2 expression inhibition; actives 0.72% (n = 360,000); Potency, µM (series often up to 57 µM), for the others: top-dose activity change, negative = inhibition, usual class: inhibitors; HEK-293 ATXN2-luciferase reporter, luminescence, 24 h; AID 1745845; also: potency is read from the fitted curve at half-maximal effect; % is scaled to controls: 0 for no effect and ±100 for the full control effect; nearly all actives have a fitted effect of over 55% in size
#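 ATXN2-luciferase reporter cells (luciferase flanked by upstream and downstream ATXN2 gene portions) were treated 24 h at 37 °C with compounds at up to 57 uM. SteadyGlo luminescence gave expression; GF-AFC fluorescence gave viability.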
# KB-3-1 tox: KB-3-1 parental cell cytotoxicity | actives 1.4% (n = 400,000) | KB-3-1 viability, CellTiter-Glo ATP luminescence, 72 h | Potency, µM (highest dose often 46.1 µM), without a hit: top-dose activity change, negative = cytotoxic, actives largely listed as cytotoxic | AID 1347075; also: potency is read from the fitted curve at half-maximal effect; % is scaled to controls: 0 for no effect and ±100 for the full control effect; nearly all actives have a fitted effect of over 60% in size
#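 Parental KB-3-1 viability, qHTS format: 72 h compound exposure, 37 °C; CellTiter-Glo; media-only wells and DMSO plates as controls; concentration-effect fits on corrected data.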
# IL-1B inflam inh: inflammasome signaling inhibition, IL-1 beta readout; activity change, % at 57.5 µM; THP-1 LPS/ATP IL-1B secretion, AlphaLISA, 16 h; active compounds read low; actives 4.7% (n = 360,000); in the data active = activity change below about -50%; inconclusive = mostly about -30% to -49%; also: % is scaled to controls: 0 for no effect and ±100 for the full control effect
#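 THP-1 cells pretreated 1 hr with compounds (up to 57.5 uM final), then stimulated with LPS (250 ng/mL final) plus ATP (1.25 mM final); secreted IL-1B measured by AlphaLISA after 16 hr, decreased signal indicating inhibition.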
# S2 tox: viability counter-screen for ATXN expression inhibitors. S2 cells (HEK-293 line with an ATXN2-luciferase reporter) viability, CellTiter-Fluor protease fluorescence, 24 h. Potency, µM (titrated, usually from 56.7 µM), most hits filed as cytotoxic. actives 0.49% (n = 400,000). AID 651635; also: potency is read from the fitted curve at half-maximal effect; nearly all actives have a fitted effect of over 40% in size
# HT1080-NT tox: kills 2HG-producing HT-1080-NT fibrosarcoma cells. HT-1080-NT fibrosarcoma viability, CellTiter-Glo ATP luminescence, 48 h. Potency, µM (doses to about 46.1 µM), inactives show at the top dose activity, negative = less viability, hits mostly cytotoxic. actives 1.6% (n = 360,000). AID 686970;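 also: NT is the 2HG producing partner of a matched IDH1 knockdown line; potency is read from the fitted curve at half-maximal effect; 0% = DMSO-treated cells and -100% = media-only wells without cells; nearly all actives have a fitted effect of over 55% in size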
#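 Read-out is CellTiter-Glo luminescence after 10 minutes at room temperature, following 48 hours' compound treatment of HT-1080-NT cells (750 cells/well, RPMI, 5% FBS, 37 degrees C).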
# * = called active by the depositor; i = inactive; u = inconclusive; x = not tested or not shown; & = joins results of further samples; [ ] = dose if it differs, or a comment. Unless noted, calls follow the shape of the dose curve; as a rule, active = well fitted curve in the direction sought with a large enough effect; inconclusive = small, poorly fitted or top-dose-only effect, or another doubt; inactive = no such curve, though single readings can be large; an effect the other way counts as inactive or inconclusive.
SMILES,SW480 rereplic,HepG2 tox,HT1080 IDH1KD tx,MCF10A rerep,ATXN2 expr inh,KB-3-1 tox,IL-1B inflam inh,S2 tox,HT1080-NT tox
Cc1c(C(N)=O)sc2nc(-c3ccccc3)cn12,-9%,-7%,13%,-7%,49%[activator],u,0,i,17%
O=S(=O)(Nc1ccncc1)c1cc(Cl)c(Cl)cc1Cl,-4%,-35%,-4%,0%,x,1%,13,i,1%
O=C(c1ccc(Cl)c(Cl)c1)N1CCC(=O)N([C@H](COCc2ccccc2)Cc2ccccc2)CC1,x,x,u,x,-11%,3%,-13,u,u
O=C(C[n+]1cc(-c2ccc(F)cc2)n2c1CCC2)N1c2ccccc2Sc2ccccc21,23%,-39%,-12%,u,9%,-28%,-50*,i,-12%
CCN(CC)S(=O)(=O)c1cccc(-c2nnc(SC(C)C(N)=O)n2CCc2ccccc2)c1 (stereo not given),2%,-2%,4%,0%,-8%,20%,-9,i,-3%
CCc1c(C)nc2ncnn2c1Nc1ccc(C(C)=O)cc1,u,1%,2%,13%,62%[activator],0%,70,i,-5%
O=C1c2ccccc2CCc2ccc(Br)cc21,-11%[9.22 µM],-1%,x,13%,12%,14%,x,i,x
CCC(=O)C1CCCN(C(=O)c2ccc(OC3CCN(C(=O)c4cccnc4)CC3)cc2)C1 (stereo not given),0%,2%,12%,16%,-6%,-7%,15,i,6%
COc1ccc(N2CCN(C(=O)CNC(=O)c3ccc4ccccc4c3)CC2)cc1,8%,-11%,5%,-2%,-13%,-1%,28,u,9%
COc1ccc(N2CCN(C(=O)CCNS(=O)(=O)c3ccc4c(c3)CCC(=O)N4)CC2)cc1,2%,-17%,2%,2%,-3%,-5%,9,i,8%
O=C(COC(=O)COc1ccc(Cl)cc1Br)NCc1cccs1,-6%,18%,-6%,3%,1%,2%,15,i,11%
CC1CCc2sc(C(=O)NNC(=O)c3ccncc3)cc2C1 (stereo not given),u,-5%,0%,-1%,6%,-7%,6,i,-8%
CCOc1ccc(-c2nnn(CC(=O)c3ccc4c(c3)OCCO4)n2)cc1,-2%,-31%,-11%,-4%,3%,12%,4,i,1%
O=C(NCC1CCCO1)c1nnc(Cc2ccc(F)cc2)o1 (stereo not given),-2%,2%,2%,2%,0%,15%,5,i,-2%
COc1cccc(-c2nnc(-c3ccc4ccccc4c3)o2)c1,-9%,0%,11%,u,8%,u,-15,i,6%
O=C(Nc1c2c(nn1-c1ccc(F)cc1)CS(=O)C2)c1ccc(Br)o1 (stereo not given),-10%,16%,6%,1%,8%,x,6,i,-2%
COc1ccc(NC(=S)NC23CN4CN(CN(C4)C2)C3)cc1,0.52µM*,26%,0%,-4%,0%,0%,29,u,3%
CCCCNC(=O)CSc1nc2ccccc2c(=O)n1Cc1ccc2c(c1)OCO2,-25%,-22%,2%,0%,x,12%,7,x,1%
Cc1c2n(c3ccccc13)CC/C2=N\O,1%,-1%,-29%,1%,12%,u,-21,i,-19%
O=C(NCC(c1cccs1)N1CCOCC1)c1cc(S(=O)(=O)N2CCOCC2)c(Cl)cc1Cl (stereo not given),u,6%,9%,4%,4%,9%,-5,i,15%
C=C1CCN(C(C)C(=O)OC)S(=O)(=O)c2ccccc21 (stereo not given),-5%[9.22 µM],-17%&-7%,14%,17%,3%,8%,22,i,19%
N#Cc1cccnc1N1CCN(C(C(=O)NC2CCCC2)c2ccco2)CC1 (stereo not given),x,x,13%,x,x,2%,-10,x,20%
CCN(CC)C(=O)CN1CCN(c2ncccn2)CC1,14%,-1%,12%,u,2%,0%,0,i,5%
NC(=O)C1CCN(c2oc(-c3ccccc3)nc2S(=O)(=O)c2ccc(Br)cc2)CC1,8%,-3%,-8%,20%,3%,-4%,0,i,-13%
CC1(C)CN=c2s/c(=C\c3ccc(Cl)cc3)c(=O)n2C1,20%,-48%,u,5%,8%[11.3 µM],3%,-86*,i,u
SMILES,SW480 rereplic,HepG2 tox,HT1080 IDH1KD tx,MCF10A rerep,ATXN2 expr inh,KB-3-1 tox,IL-1B inflam inh,S2 tox,HT1080-NT tox
Cc1nc(N2CCN(C(=O)COc3ccccc3)CC2)c2c(C)c(C)sc2n1,3%,-26%,-29%,26%,28%,0%,u,i,-17%
CCCOC(=O)c1cc(-c2ccc(C=O)o2)ccc1Cl,2%,-31%,-8%,3%,73%[activator],u,-1,i,-9%
O=C(NC(CSCc1ccccc1)C(=O)N/N=C/c1ccc(O)cc1O)c1ccc([N+](=O)[O-])cc1 (stereo not given),u,-61%,0.89µM*,14%,3.2µM*,u,113,i,2.8µM*
CCOC(=O)COc1cccc2c(=O)n(CC(=O)N3CCC(C)CC3)ccc12,1%,-15%,-2%,-7%,-5%,0%,-19,x,7%
CCn1c(SCC(=O)Nc2ccc(N3CCOCC3)cc2)nnc1-c1ccco1,2%,6%,-6%,10%,0%,0%,34,i,-3%
CCOC(=O)CN1C(=O)c2ccccc2C1=O,-4%,-7%,7%,-2%,-14%,-5%,13,i,8%
O=C(CSc1ccccn1)Nc1ccc(Br)cn1,-3%,14%,9%,-1%,30%,18%,-2,i,17%
COc1cc(CC(=O)Nc2nccs2)cc(OC)c1OC,-18%,0%,-7%,0%,3%,7%,14,i,-5%
CCCCC(=O)N1CCN(c2nc3ccc(Cl)cc3s2)CC1,-3%,-11%,u,5%,-20%,u,-19,i,u
O=S(=O)(Nc1cccc(-c2ccc(N3CCCCCC3)nn2)c1)c1cccc(F)c1,0%,-14%&-26%,-24%,-2%,53%[activator],u,-3,u,u
COc1ccc(CCNC(=O)Cn2nc([N+](=O)[O-])c(Br)c2C)cc1OC,1%,1%,19%,1%,-15%,-4%,8,i,12%
CC(C)CCn1cnc2c(cnn2-c2ccc(Cl)cc2)c1=O,-4%[9.22 µM],6%,-1%,7%,3%,u,6,i,7%
CN(C)S(=O)(=O)N1CCN(CC(O)COc2ccc(C(=O)c3ccccc3)cc2)CC1 (stereo not given),-3%,-37%,-15%,9%,-32%,-25%,-7,i,-9%
COCCCn1c(=S)[nH]c2c(sc3ccccc32)c1=O,-4%,-2%,0%,11%,0%,1%,-30,i,6%
C=CC[n+]1c(C)csc1Nc1ccc(C(=O)O)cc1,-83%[inhibitor],14%,4%,0%,x,0%,15,u,7%
COc1cccc(CN(C)CCCn2cnc3c(SC)ncnc32)c1,x,-51%,1%,x,-1%,u,23,u,-6%
COc1ccc(CN(C(=O)c2cnccn2)C(C(=O)Nc2ccc(F)cc2)c2ccccc2)cc1 (stereo not given),0%,1%,-3%,5%,-7%,-1%,-20,u,-17%
COc1ccc(S(=O)(=O)N2CCCC(C(=O)NCC3CCCO3)C2)cc1Cl (stereo not given),3%,-2%,5%,5%,-5%,x,-1,u,-2%
COCCCNC(=O)CCn1c(=O)c2ccccc2n(CC(=O)Nc2cc(Cl)ccc2OC)c1=O,x,-37%,x,x,-4%,0%,x,i,x

# An excerpt from above in order of the SW480 rereplic value, low to high.
canonical_smiles	SW480 rereplic	IL-1B inflam inh
COCCCn1c(=S)[nH]c2c(sc3ccccc32)c1=O	-4%	-30
O=C(CSc1ccccn1)Nc1ccc(Br)cn1	-3%	-2
CCn1c(SCC(=O)Nc2ccc(N3CCOCC3)cc2)nnc1-c1ccco1	2%	34
Cc1nc(N2CCN(C(=O)COc3ccccc3)CC2)c2c(C)c(C)sc2n1	3%	u

# Not a retest: 6 of the compounds above.
SMILES,SW480 rereplic,HepG2 tox,HT1080 IDH1KD tx,MCF10A rerep,ATXN2 expr inh,KB-3-1 tox,IL-1B inflam inh,S2 tox,HT1080-NT tox
Cc1c(C(N)=O)sc2nc(-c3ccccc3)cn12,-9%,-7%,13%,-7%,49%[activator],u,0,i,17%
O=S(=O)(Nc1ccncc1)c1cc(Cl)c(Cl)cc1Cl,-4%,-35%,-4%,0%,x,1%,13,i,1%
O=C(c1ccc(Cl)c(Cl)c1)N1CCC(=O)N([C@H](COCc2ccccc2)Cc2ccccc2)CC1,x,x,u,x,-11%,3%,-13,u,u
O=C(C[n+]1cc(-c2ccc(F)cc2)n2c1CCC2)N1c2ccccc2Sc2ccccc21,23%,-39%,-12%,u,9%,-28%,-50*,i,-12%
CCN(CC)S(=O)(=O)c1cccc(-c2nnc(SC(C)C(N)=O)n2CCc2ccccc2)c1 (stereo not given),2%,-2%,4%,0%,-8%,20%,-9,i,-3%
CCc1c(C)nc2ncnn2c1Nc1ccc(C(C)=O)cc1,u,1%,2%,13%,62%[activator],0%,70,i,-5%

# 3 compounds from above, sorted by molecular weight, low to high:
SMILES,SW480 rereplic,HepG2 tox,HT1080 IDH1KD tx,MCF10A rerep,ATXN2 expr inh,KB-3-1 tox,IL-1B inflam inh,S2 tox,HT1080-NT tox
CCCOC(=O)c1cc(-c2ccc(C=O)o2)ccc1Cl,2%,-31%,-8%,3%,73%[activator],u,-1,i,-9%
COCCCn1c(=S)[nH]c2c(sc3ccccc32)c1=O,-4%,-2%,0%,11%,0%,1%,-30,i,6%
CN(C)S(=O)(=O)N1CCN(CC(O)COc2ccc(C(=O)c3ccccc3)cc2)CC1 (stereo not given),-3%,-37%,-15%,9%,-32%,-25%,-7,i,-9%
